Assay outcomes deposited in PubChem BioAssay by National Center for Advancing Translational Sciences (NCATS).
L3MBTL1 block: qHTS Assay for the Inhibitors of L3MBTL1 | Lethal(3)malignant brain tumor-like protein 1 (Homo sapiens), Q9Y468 | actives 0.66% (n = 230,000) | AlphaScreen L3MBTL1–H3K9me1 peptide binding | AID 485360, 2010 | Potency, µM (series often up to 57.1 µM), for inactives: at the top dose activity, negative = inhibition, hits mostly inhibitors; active = well fitted inhibition curve with a large enough effect; inconclusive = small, poorly fitted or top-dose-only effect; inactive = no such curve, though single readings can be large or run the other way; note: nearly all actives have a fitted effect of over 60% in size
Target sequence (Q9Y468 whole entry, looked up): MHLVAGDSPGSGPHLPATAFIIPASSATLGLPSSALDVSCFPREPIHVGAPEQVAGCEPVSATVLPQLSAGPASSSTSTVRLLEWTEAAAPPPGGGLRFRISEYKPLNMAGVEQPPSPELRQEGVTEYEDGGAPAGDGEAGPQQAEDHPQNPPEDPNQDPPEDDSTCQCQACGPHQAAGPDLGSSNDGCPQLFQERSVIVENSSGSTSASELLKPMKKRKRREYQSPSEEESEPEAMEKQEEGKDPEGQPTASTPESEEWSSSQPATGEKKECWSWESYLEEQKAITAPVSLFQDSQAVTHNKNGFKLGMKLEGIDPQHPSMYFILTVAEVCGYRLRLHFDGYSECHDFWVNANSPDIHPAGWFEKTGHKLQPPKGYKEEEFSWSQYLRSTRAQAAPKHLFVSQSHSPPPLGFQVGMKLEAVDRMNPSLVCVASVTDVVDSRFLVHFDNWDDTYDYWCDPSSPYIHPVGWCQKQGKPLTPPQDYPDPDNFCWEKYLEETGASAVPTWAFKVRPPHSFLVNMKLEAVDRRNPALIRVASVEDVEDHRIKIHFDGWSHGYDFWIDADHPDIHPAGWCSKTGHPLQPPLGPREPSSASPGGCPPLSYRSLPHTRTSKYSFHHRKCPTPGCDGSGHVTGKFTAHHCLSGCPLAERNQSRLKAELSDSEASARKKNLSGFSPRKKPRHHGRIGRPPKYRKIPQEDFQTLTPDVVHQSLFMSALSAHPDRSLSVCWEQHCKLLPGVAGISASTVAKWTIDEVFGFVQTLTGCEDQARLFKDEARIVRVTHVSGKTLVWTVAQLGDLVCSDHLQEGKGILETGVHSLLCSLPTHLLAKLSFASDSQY
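AlphaScreen proximity signal between nickel-chelate acceptor and streptavidin donor beads (final 10 ug/mL) reports binding of 50 nM L3MBTL1 to 75 nM biotin-H3 K9me1 peptide; complex incubated with compounds 30 min at room temperature; cefsulodin titration as control.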
The depositor's hits bear a star; ? = inconclusive; [ ] = remark or other dose. % is set by controls: 0 for no effect and ±100 for the full control effect; potency is the fitted concentration of half-maximal effect. The list is partial; the hit share may differ from the screen's.

Structure | L3MBTL1 block
O=C(Nc1cc(Cl)cc(Cl)c1)C1CC(=O)N(C2CCCC2)C1 (stereo not drawn) | -5%
CC(C)NC(=O)N(C)C[C@H]1Oc2c(cccc2N(C)C)C(=O)N([C@H](C)CO)C[C@@H]1C | 4%
Cc1nc(N/C(N)=N/S(=O)(=O)c2ccccc2)nc2ccccc12 | 0%
O=C(c1cc(Br)ccc1Cl)N1CCN(c2ccc(N3CCOCC3)nn2)CC1 | 4%
O=S(=O)(Nc1cc(Cl)ccc1-n1cncn1)c1cc(Br)ccc1Br | -5%
CC(=O)Nc1ccc(N/C=C/C(=O)c2ccc(Br)cc2)cc1 | 9%
O=C(COC(=O)c1ccc(Cl)nc1)NCCc1ccc(F)cc1 | -1%
CCc1noc(C)c1C(=O)OCC(=O)Nc1cccc(C)c1 | -4%
CC1(C)NC(=O)N(CC(=O)N2CCN(S(=O)(=O)c3cc(Cl)ccc3Cl)CC2)C1=O | 6%
Cc1noc(C)c1C(=O)Nc1ccc(S(=O)(=O)N2CCC(C)CC2)cc1 | 7%
CC1=NN(C(=O)c2ccccc2C)C(O)(c2ccc(Cl)cc2)C1 (stereo not drawn) | -1%
O=C(NCCN1CCCCC1)Nc1ccc([N+](=O)[O-])cc1 | 1%
O=C(O)CC(CC(=O)O)c1ccsc1 | -1%
CCC(=O)c1ccc(OCC(=O)N2CCN(S(=O)(=O)c3ccc(Cl)s3)CC2)cc1 | ?
CC(C)CN(C(=O)COC(=O)c1ccc(C#N)cc1)C1CCS(=O)(=O)C1 (stereo not drawn) | -2%
CCc1cc2c(=O)n(-c3ccccc3)c(SCC(N)=O)nc2s1 | 4%
Cc1cc2c(cc1S(=O)(=O)Nc1cccc(C)c1C)n(C)c(=O)c(=O)n2C | 5%
CCOC(=O)[C@H]1[C@H]2COc3ccc(C)cc3[C@@H]2N2C(=O)c3cc(F)ccc3NC(=O)[C@@]12C | -1%
N#CCCN(Cc1cccnc1)C(=S)NC(=O)c1ccccc1 | 0%
O=C(O)c1ccc(N=C2NC(=O)C(CO)(CO)S2)cc1 | -2%
Cc1noc(C)c1COc1ccc(C(=O)N2CCN(c3ccccc3F)CC2)cc1 | 9%
CCc1cccc(C)c1NC(=O)COC(=O)Cn1c(C)csc1=O | 0%
O=C(Nc1cccc(Cl)c1)OCCOc1ccccc1 | 25%
CCCCn1c(N)c(N(CC(C)C)C(=O)CSc2nnc(-c3ccc(Cl)cc3)o2)c(=O)[nH]c1=O | 7%
CC1Cc2ccccc2N1C(=O)CSc1nncs1 (stereo not drawn) | 2%
C=CCOc1cccc(C(=O)Nc2ncn[nH]2)c1 | -4%
O=C(Cc1ccsc1)OCC(=O)c1ccccc1 | 3%
C=C(C)COc1ccc(C2NC(=O)c3ccccc3O2)cc1OCC (stereo not drawn) | 5%
CCN(C(=O)COC(=O)CCn1c(C)csc1=O)c1c(N)n(Cc2ccccc2)c(=O)[nH]c1=O | 3%
Nc1ccc(C(=O)N/N=C/c2ccc(N3CCOCC3)s2)cc1 | -2%
Cc1cc(C)n(CC(O)COc2ccc(Cl)cc2)n1 (stereo not drawn) | -1%[2.29 µM]
CC(OC(=O)c1ccc(C#N)cc1)C(=O)Nc1ccc(Cl)cn1 (stereo not drawn) | 8%
CN(c1ccc(-c2csc(NC(=O)C3CC(=O)N(Cc4ccco4)C3)n2)cc1)S(C)(=O)=O (stereo not drawn) | -23%
COCCC(=O)NC1CCCc2c1cnn2-c1cccc(C)c1C (stereo not drawn) | -2%
CC(C)[C@H](NC(=O)c1ccccc1Cl)C(=O)OCC(=O)NC(=O)NCc1ccco1 | -6%
COc1ccccc1C(=O)NCCC(=O)N(C)CC(=O)Nc1ccc(C)cc1 | 4%
COc1cc(CN2CCN(Cc3ccc4cc(F)ccc4n3)CC2CCO)cc(OC)c1 (stereo not drawn) | -3%
COc1cccc(C(=O)OCC(=O)Nc2nnc(-c3ccccc3)o2)c1 | -12%
CCN(CC)C(=O)c1ccc(CS(=O)(=O)Cc2ccccc2)cc1 | 6%
CCc1cc(=O)[nH]c(SCC(=O)N2CCCC2)n1 | 8%
CCOC(=O)C1(C)NC(c2ccc(O)cc2)C2C(=O)N(c3ccccc3)C(=O)C21 (stereo not drawn) | 14%
C[C@H](NC(=O)c1ccco1)C(=O)NC1CCCCCC1 | -3%
CC1CCCC(NC(=O)COC(=O)c2cc(S(=O)(=O)N3CCOCC3)ccc2F)C1C (stereo not drawn) | 4%
CN(CC(=O)Nc1cccc(F)c1)C(=O)CCc1nc2ccccc2c(=O)[nH]1 | -5%
CCCCCCCNC(=O)C1(CC2CC(c3ccc(Cl)cc3)=NO2)CCN(C(=O)Cc2ccc(F)cc2)CC1 (stereo not drawn) | 0%
CCn1nccc1C(=O)Nc1ccccc1OC | 36%[activator][2.29 µM]
COc1cc(CN(C)CC2CCCN(CCc3cccc(C(F)(F)F)c3)C2)ccc1O (stereo not drawn) | -9%
CCc1cc(C(=O)NN2C(=O)NC3(CCCCC3)C2=O)sc1C | -2%
O=C(c1cc(S(=O)(=O)NCc2ccco2)ccc1Br)N1CCOCC1 | -8%
CCCN1CCC(NCC(C)c2ccccc2)CC1 (stereo not drawn) | 6%
C[C@@]12C(=O)N(c3cccc(F)c3)C(=O)N1[C@@H]1c3ccccc3OC[C@@H]1[C@H]2c1ccccc1 | -6%
O=C(CN1CCC(NC(=O)c2cccc(F)c2)CC1)Nc1ccc(Br)cc1 | -6%
COc1cccc(C(=O)NCCS(=O)(=O)NCc2cccnc2)c1 | 0%
COc1ccc(-c2nnc(SCC(=O)Nc3cccnc3Cl)n2C)cc1 | 31%[activator]
Cc1ccc(C)c(N2CCN(C(=O)CCc3nc(-c4ccccc4Cl)no3)CC2)c1 | 4%
O=C(NCCN1C(=O)S/C(=C/c2ccccc2)C1=O)C1CC(=O)N(Cc2ccccc2)C1 (stereo not drawn) | 0%

The listing continues.
Structure | L3MBTL1 block
O=C1NC[C@@H](c2ccccc2)OC(=O)[C@H](Cc2ccc(F)cc2)C/C=C\C[C@@H]1CC(=O)N(CCO)Cc1ccccc1 | 2%
COc1ccc(CC(=O)Nc2cc(S(=O)(=O)Nc3ccc(OC)cc3)ccc2OC)cc1 | -4%
Cc1c(C(=O)N(C)CCn2ccnc2C)oc2c(F)cccc12 | -3%
COc1ccc(C(CNC(=O)c2cc3c(s2)CCC(C)C3)N2CCCC2)cc1 (stereo not drawn) | -9%
O=C(COc1ccc(Br)cc1)NNC(=O)c1ccc(-n2cncn2)c([N+](=O)[O-])c1 | -6%
O=C(CCC(=O)N1CCSc2ccccc21)NCc1ccccc1 | 7%
CC(C)Cn1c(SCC(=O)N(C)c2c(N)n(Cc3ccccc3)c(=O)[nH]c2=O)nc2ccccc21 | 3%
COc1ccc(C(=O)Oc2ccc(-c3nnco3)cc2)cc1S(=O)(=O)N1CCOCC1 | 7%
CNC(=O)NC(=O)CSc1ccc(S(=O)(=O)N(C)C2CCCCC2)cn1 | 3%
COc1ccc(NC(=O)CN(C)CC(=O)Nc2cccc3ccccc23)c(OC)c1 | -1%
CCN(C[C@H]1N[C@@](Cc2ccccc2)(C(=O)OC)[C@H]2C(=O)N(C)C(=O)[C@@H]12)C(=O)C1CCCCC1 | 31%[activator]
CC1CCC2(CC1)NC(=O)N(CC(=O)NCCc1ccc(F)cc1)C2=O (stereo not drawn) | 3%
COc1ccc(CCNC(=O)COC(=O)c2cccn2C)cc1 | 20%
COCCN(CC(=O)Nc1ccccc1C(F)(F)F)C(=O)/C=C/c1cc(Cl)c2c(c1)OCO2 | -9%
COc1ccccc1C(=O)NCCC(=O)NCc1ccccn1 | 3%
O=C(O)C1C2C=CC(C2)C1C(=O)Nc1ccccc1Br (stereo not drawn) | -13%
NS(=O)(=O)c1ccc(N2CCN(S(=O)(=O)Cc3ccccc3)CC2)nc1 | 1%
CCCOC(=O)Cn1cnc2scc(-c3ccc(C)cc3)c2c1=O | 1%
CSc1nc(N)nc2c1ncn2CC(=O)NCCCc1ccccc1 | 0%
COc1ccc(C)cc1N(CC(=O)N1CCCC1)S(C)(=O)=O | 0%
Cc1noc(C)c1CSCC(=O)Oc1ccc(N(C)S(=O)(=O)c2ccc(Cl)cc2)cc1 | 2%
COC(=O)c1cc(S(=O)(=O)N2CCN(c3cccc(C)c3C)CC2)c[nH]1 | -4%
O=C(COc1ccc(S(=O)(=O)N2CCOCC2)cc1)Nc1ccccc1F | 28%
CC(=O)c1ccccc1NC(=O)CCN1C(=O)C2CCCCC2C1=O (stereo not drawn) | 0%
CNC(=S)N/N=C/c1cc(Br)c(OCc2ccncc2)c(OC)c1 | 0%
Cc1cc(C)c(C)c(S(=O)(=O)Nc2ccccc2C(=O)NN2CCOCC2)c1C | 1%
Clc1ccc(-c2nc(N3CCOCC3)nc3ccccc23)cc1 | 15%[2.29 µM]
Cn1nc(C(=O)OCC(=O)Nc2cc(Cl)ccc2C#N)c2ccccc2c1=O | 0%
CCOc1cc(N2CCOCC2)c(OCC)cc1NC(=O)C1CC(=O)N(c2ccccc2OCC)C1 (stereo not drawn) | 1%
CC(C)(CNC(=O)c1cccs1)N1CCOCC1 | -1%
COc1ccc(CCC(=O)OCC(=O)Nc2ccc3[nH]c(=O)[nH]c3c2)cc1 | 3%
COC(=O)c1cccc(NC(=O)CCc2c(C)noc2C)c1 | 6%
O=C(CCNS(=O)(=O)c1ccc(OC(F)(F)F)cc1)N1CCN(S(=O)(=O)c2cccc(F)c2)CC1 | -2%
Cn1nnnc1SCC(=O)Nc1ncc(C(F)(F)F)cc1Cl | -11%
CC(C)N(Cc1ccccc1)C(=O)COC(=O)c1ccc(O)cc1 | 0%
O=C(Nc1ccc(Br)cn1)c1cccc(S(=O)(=O)N2CCCC2)c1 | -2%
CCC(C(=O)Nc1ccc(N2CCOCC2)c(S(=O)(=O)Nc2ccccc2OC)c1)c1ccccc1 (stereo not drawn) | -8%
COc1ccc(/C=C/C(=O)OCC(=O)NC2CCCC(C)C2C)c(OC)c1 (stereo not drawn) | -6%
O=C(CSc1nc2ccccc2c(=O)n1-c1ccccc1Cl)NC1CCS(=O)(=O)C1 (stereo not drawn) | 0%
COc1cc(S(=O)(=O)N2CCn3cccc3C2C)ccc1NC(C)=O (stereo not drawn) | -3%
O=C(CCNC(=O)c1ccc(Br)cc1)NCCCN1CCOCC1 | -2%
Cc1ccc(NC(=O)CNC(=O)COc2ccccc2)nc1 | 0%
Cc1cc(C)c(C(=O)COC(=O)CN2C(=O)NC3(CCCC3)C2=O)cc1C | -3%
COc1ccc([C@H]2CC(=O)C=C(c3ccc4ncccc4c3)C2)cc1OC | -6%
CCc1sc(C(=O)N(CCCOC)c2c(N)n(CC(C)C)c(=O)[nH]c2=O)cc1C | 4%
O=C(COC(=O)/C=C/c1cccc(F)c1)NC1CC1 | -7%
Cc1ccnc(NS(=O)(=O)c2ccc(NC(=O)c3ccccc3F)cc2)n1 | 1%[2.29 µM]
Cc1cc(C)n(CCCNC(=O)CN(C)S(=O)(=O)c2ccc(Cl)cc2)n1 | 0%
CCC(CC)c1nnc(NC(=O)C2CSC3(C)CCC(=O)N23)s1 (stereo not drawn) | 2%
CCN(Cc1ccccc1)C(=O)c1ccc2c(=O)n3c(nc2c1)CCC3 | 2%
COc1ccc(NC(=O)CN(C)C(=O)c2c(-c3c(F)cccc3Cl)noc2C)cc1 | 24%
Cc1cc(SCC(=O)N/N=C/c2ccc(O)cc2O)nc2ccccc12 | -5%
Cc1ccc(S(=O)(=O)N2CCOCC2)cc1NC(=O)COC(=O)COc1ccccc1[N+](=O)[O-] | -6%
Cn1cc(S(=O)(=O)NC[C@H]2O[C@@H](n3cnc4c(N)ncnc43)[C@H](O)[C@@H]2O)cn1 | 0%
CCCc1nc2c(s1)CCc1onc(-c3ccc(Cl)cc3)c1-2 | 14%
O=C1CC[C@H](O)CCN1[C@H](CSc1ccc(Br)cc1)Cc1ccccc1 | -7%

Continuation:
Structure | L3MBTL1 block
CCCCCCSc1cccc(-c2nc3ccc(Cl)cn3c2NCc2ccccc2)c1 | 22%
CCC1CCC2(CC1)NC(=O)N(CC(=O)Nc1ccc(OC)cc1)C2=O (stereo not drawn) | -1%
N#CCCN(C(=O)COC(=O)c1ccc(S(=O)(=O)N2CCOCC2)cc1)c1ccccc1 | -2%
CN(Cc1ccccc1)S(=O)(=O)c1ccc(N2CCCC2=O)cc1 | 4%
COc1cccc(CNC(=O)CN2C(=O)NC(c3ccccc3)(c3ccccc3)C2=O)c1 | -4%
Cc1cc(C)nc(NCc2ccc(Cl)cc2)n1 | -4%
CCN1C(=O)[C@@H]2[C@@H](c3ccc(-c4ccc(C(C)=O)cc4)c(OC)c3)N3CCC[C@@]3(C(=O)OC)[C@@H]2C1=O | -6%

Six compounds already listed, arranged by molar mass, smallest number first:
Structure | L3MBTL1 block
CCCc1nc2c(s1)CCc1onc(-c3ccc(Cl)cc3)c1-2 | 14%
CN(Cc1ccccc1)S(=O)(=O)c1ccc(N2CCCC2=O)cc1 | 4%
CCC1CCC2(CC1)NC(=O)N(CC(=O)Nc1ccc(OC)cc1)C2=O (stereo not drawn) | -1%
O=C1CC[C@H](O)CCN1[C@H](CSc1ccc(Br)cc1)Cc1ccccc1 | -7%
CCCCCCSc1cccc(-c2nc3ccc(Cl)cn3c2NCc2ccccc2)c1 | 22%
CCN1C(=O)[C@@H]2[C@@H](c3ccc(-c4ccc(C(C)=O)cc4)c(OC)c3)N3CCC[C@@]3(C(=O)OC)[C@@H]2C1=O | -6%
